IL-1B inflam inh: inflammasome signaling inhibition, IL-1 beta readout | hit rate 4.7% among 360,000 | activity change, % at 57.5 µM | AID 743279 | THP-1 LPS/ATP IL-1B secretion, AlphaLISA, 16 h; active compounds read low; in the data active = activity change below about -50%; inconclusive = mostly about -30% to -49%; also: % is scaled to controls: 0 for no effect and ±100 for the full control effect
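Secreted IL-1B measured by AlphaLISA bead assay after 16 h compound exposure of THP-1 cells; compounds (final up to 57.5 uM) added 1 h before LPS (250 ng/mL) and ATP (1.25 mM) stimulation; lower signal means less secretion.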
HT1080 IDH1KD tx: toxicity to HT-1080 IDH1 knockdown cells (counter line) | hit rate 2% among 360,000 | Potency, µM (series often up to 46.1 µM), inactives show at the top dose activity, negative = toxicity, most hits filed as cytotoxic | HT-1080 IDH1 knockdown viability, ATP luminescence, 48 h | AID 686971;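 also: potency is read from the fitted curve at half-maximal effect; 0% = DMSO wells and -100% = cell-free medium wells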
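Using the IDH1-knockdown HT-1080 line run in the same batch and compound series as the NT line, viability after 48 h at 37 °C was determined by CellTiter-Glo luminescence and expressed as % activity.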
KB-3-1 tox: KB-3-1 parental cell cytotoxicity; KB-3-1 viability, CellTiter-Glo ATP luminescence, 72 h; Potency, µM (doses to about 46.1 µM), inactives show at the highest dose activity change, negative = cytotoxic, hits mostly cytotoxic; hit rate 1.4% among 400,000; also: potency is read from the fitted curve at half-maximal effect; % is scaled to controls: 0 for no effect and ±100 for the full control effect; nearly all actives have a fitted effect of over 60% in size
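Luminescent ATP read-out (CellTiter-Glo) measures survival of drug-naive KB-3-1 cells after 72 h compound exposure at 37 °C. Titration series was screened from lowest to highest concentration, with DMSO vehicle plates as background controls.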
GLP-1R agonist: GLP-1 receptor (human) agonism; HEK293 GLP-1R CRE-luciferase, luminescence, 4-6 h; cells express a hypersensitive GLP-1R form; hit rate 0.007% among 380,000; Potency, µM (top dose mostly 45.6 µM), without a hit: top-dose activation, hits mostly activators; P43220; also: potency is read from the fitted curve at half-maximal effect; % of control where 0% means no effect
Target sequence (P43220 whole entry, looked up): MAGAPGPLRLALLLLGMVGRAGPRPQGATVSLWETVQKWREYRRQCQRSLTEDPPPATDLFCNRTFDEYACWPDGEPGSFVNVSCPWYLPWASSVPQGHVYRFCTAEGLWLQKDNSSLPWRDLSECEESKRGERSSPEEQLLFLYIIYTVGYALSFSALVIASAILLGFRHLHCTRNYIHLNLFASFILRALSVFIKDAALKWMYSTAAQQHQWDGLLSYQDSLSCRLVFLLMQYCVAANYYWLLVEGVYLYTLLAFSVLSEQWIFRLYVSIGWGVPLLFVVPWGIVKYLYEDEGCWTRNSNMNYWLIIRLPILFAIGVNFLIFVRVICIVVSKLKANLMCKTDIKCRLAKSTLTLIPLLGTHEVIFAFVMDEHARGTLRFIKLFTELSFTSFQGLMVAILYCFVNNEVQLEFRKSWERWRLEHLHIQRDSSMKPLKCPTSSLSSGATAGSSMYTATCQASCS
HT1080NT lethal: kills 2HG-producing HT-1080-NT fibrosarcoma cells; hit rate 1.6% among 360,000; Potency, µM (doses to about 46.1 µM), for inactives: at the top dose activity, negative = less viability, hits mostly cytotoxic; AID 686970; HT-1080-NT fibrosarcoma viability, CellTiter-Glo ATP luminescence, 48 h;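 also: NT is the 2HG producing partner of a matched IDH1 knockdown line; potency is read from the fitted curve at half-maximal effect; 0% = DMSO-treated cells and -100% = media-only wells without cells; nearly all actives have a fitted effect of over 55% in size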
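HT-1080-NT fibrosarcoma cells (2HG-overproducing), 750 cells/well in RPMI with 5% FBS, dosed after 2 h and incubated 48 h at 37C. CellTiter-Glo luminescence normalized to DMSO and no-cell wells; concentration-response curves fitted and classed.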
DRD3 antagonist: antagonists of human D3 dopamine receptor; hit rate 2.5% among 360,000; P35462; D3R cells, DiscoveRx beta-arrestin luminescence, antagonist mode; active compounds read low; max response, negative = inhibition, %; in the data active = max response below about -50%; inconclusive = no clear call, values can overlap the other calls; also: % is scaled to controls: 0 for no effect and ±100 for the full control effect; mostly tested at two doses, the higher about 12 µM
Target sequence (P35462 whole entry, looked up): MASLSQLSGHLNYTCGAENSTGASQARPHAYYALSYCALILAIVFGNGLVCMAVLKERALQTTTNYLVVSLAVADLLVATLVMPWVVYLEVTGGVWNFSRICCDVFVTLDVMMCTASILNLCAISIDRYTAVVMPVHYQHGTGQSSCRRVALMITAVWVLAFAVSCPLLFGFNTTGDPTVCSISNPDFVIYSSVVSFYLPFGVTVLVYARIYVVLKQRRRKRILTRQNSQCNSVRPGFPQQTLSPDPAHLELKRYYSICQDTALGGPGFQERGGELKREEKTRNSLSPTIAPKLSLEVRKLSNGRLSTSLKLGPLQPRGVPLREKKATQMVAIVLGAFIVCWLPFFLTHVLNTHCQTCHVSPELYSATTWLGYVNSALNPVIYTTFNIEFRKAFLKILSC
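Cells plated overnight at 1500 cells/well, then exposed to library compounds with dopamine controls for 90 minutes at 37 degrees C. DiscoveRx reagent added for 30–60 minutes at room temperature; luminescence read, quantitative HTS format.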
SW480 rerep: induces DNA re-replication in SW480 colon adenocarcinoma cells. SW480 DNA re-replication, Hoechst DNA content imaging, 48 h. Potency, µM (doses to about 46.1 µM), for inactives: at the highest dose re-replication activation, hits mostly activators. hit rate 1.8% among 340,000; also: potency is read from the fitted curve at half-maximal effect; % of control where 0% means no effect; nearly all actives have a fitted effect of over 55% in size
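Image-based DNA-content assay: after two days of treatment, nuclei were labelled with the DNA dye Hoechst and imaged, and hits were compounds raising the count of nuclei showing high fluorescence intensity.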
KB-V1 MDR tox: KB-V1 MDR subline cytotoxicity; KB-V1 MDR cells viability, CellTiter-Glo, 72 h; Potency, µM (doses to about 46.1 µM), for the others: at the highest dose activity change, negative = cytotoxicity, usual class: cytotoxic; hit rate 3.4% among 400,000; AID 1347076; also: potency is read from the fitted curve at half-maximal effect; % is scaled to controls: 0 for no effect and ±100 for the full control effect; nearly all actives have a fitted effect of over 60% in size
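Readout: CellTiter-Glo luminescence, 10 min after addition. Cells: KB-V1 MDR subline, 72 h at 37 degrees C with compound. Analysis: corrected, normalized data fitted to concentration-effect curves.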
D3 ag: agonists of human D3 dopamine receptor; P35462; D3R DiscoveRx beta-arrestin cells, luminescence, 90 min; max activation, %; hit rate 0.58% among 410,000; in the data active = max activation above about 30%; also: 0% is about no effect; mostly tested at two doses, the higher about 12 µM
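Agonist mode: compounds and dopamine controls were applied to plated cells for 90 min at 37 degrees C after an overnight attachment at 1500 cells/well. Luminescent read-out followed 30 - 60 minutes at room temperature with DiscoveRx detection reagent.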
* marks the source's active call; other numbers are inactive results; ? = inconclusive; . = not tested or not shown; [ ] = another dose, or the depositor's remark. Unless noted, calls follow the shape of the dose curve; as a rule, active = well fitted curve in the direction sought with a large enough effect; inconclusive = small, poorly fitted or top-dose-only effect, or another doubt; inactive = no such curve, though single readings can be large; an effect the other way counts as inactive or inconclusive.

SMILES | IL-1B inflam inh | HT1080 IDH1KD tx | KB-3-1 tox | GLP-1R agonist | HT1080NT lethal | DRD3 antagonist | SW480 rerep | KB-V1 MDR tox | D3 ag
CC(C)Cn1cnc2c(SCc3ccccc3)nc(N)nc21 | -50.5* | -13.4% | 5.6% | ? | -13.6% | 6.7 | -0.9% | -10.0% | 0.0
C=CCOc1ccc(/C=N/NC(C)=O)cc1OCC | 0.2 | 0.1% | 47.8% | 18.3% | 2.8% | 2.3 | -3.3% | -3.6% | 9.3
Cc1nc2c(-c3ccc(F)cc3)c(C)nn2c(C)c1CCC(=O)Nc1ccccc1F | -23.3 | 4.8% | 9.9% | 2.7% | -0.6% | 19.3 | ? | ? | 6.4
Cc1ccc(/C=C2/Sc3ccc(C(=O)NCCN4CCOCC4)cc3NC2=O)cc1 | -3.3 | -1.8% | -3.1% | 4.3% | 0.7% | -5.1 | 5.0% | -7.2% | -1.4
Nc1nonc1-n1nnc(C(=O)N/N=C/c2cccc(Cl)c2)c1CN1CCCC1 | 9.6 | 6.8% | 9.0% | 18.5% | -1.4% | 0.0 | 0.0% | 4.7% | 0.3
COc1ccc(C2=NS(=O)(=O)N(C)C(C(=O)Nc3ccc(C(C)=O)cc3)=C2)cc1OC | -96.7* | -8.7% | -21.6% | -1.3% | -16.3% | 35.9 | -14.7% | -3.4% | 16.8
COc1nn(CC(=O)N2N=C(C)CC2(O)C(F)(F)F)cc1[N+](=O)[O-] (stereo not drawn) | 8.6 | 4.8% | -0.8% | -6.3% | 0.7% | 9.1 | -2.8% | -3.7% | -0.3
COc1ccc(-c2nnc(NC(=O)c3ccc4c(c3)OCCO4)o2)cc1 | 5.0 | -28.6% | 0.0% | -6.5% | -21.8% | 3.3 | -3.9% | -19.6% | 18.0
CC(C)(CO)NC(=O)c1ccc2nc(Cc3cccc(Cl)c3)oc2c1 | -2.8 | -0.5% | -0.1% | 5.3% | -1.7% | 1.3 | -1.8% | 0.2% | 9.0
Cn1cccc1CC(=O)N/N=C/c1cc([N+](=O)[O-])ccc1Cl | 9.1 | 21.1% | -0.1% | -1.2% | 11.8% | 6.8 | 21.0% | -4.8% | -2.9

A second format for part of the listing above.
Cn1cccc1CC(=O)N/N=C/c1cc([N+](=O)[O-])ccc1Cl
- IL-1B inflam inh: 9.1
- HT1080 IDH1KD tx: 21.1%
- KB-3-1 tox: -0.1%
- GLP-1R agonist: -1.2%
- HT1080NT lethal: 11.8%
- DRD3 antagonist: 6.8
- SW480 rerep: 21.0%
- KB-V1 MDR tox: -4.8%
- D3 ag: -2.9

C=CCOc1ccc(/C=N/NC(C)=O)cc1OCC
- IL-1B inflam inh: 0.2
- HT1080 IDH1KD tx: 0.1%
- KB-3-1 tox: 47.8%
- GLP-1R agonist: 18.3%
- HT1080NT lethal: 2.8%
- DRD3 antagonist: 2.3
- SW480 rerep: -3.3%
- KB-V1 MDR tox: -3.6%
- D3 ag: 9.3

CC(C)Cn1cnc2c(SCc3ccccc3)nc(N)nc21
- IL-1B inflam inh: -50.5*
- HT1080 IDH1KD tx: -13.4%
- KB-3-1 tox: 5.6%
- GLP-1R agonist: ?
- HT1080NT lethal: -13.6%
- DRD3 antagonist: 6.7
- SW480 rerep: -0.9%
- KB-V1 MDR tox: -10.0%
- D3 ag: 0.0

COc1ccc(C2=NS(=O)(=O)N(C)C(C(=O)Nc3ccc(C(C)=O)cc3)=C2)cc1OC
- IL-1B inflam inh: -96.7*
- HT1080 IDH1KD tx: -8.7%
- KB-3-1 tox: -21.6%
- GLP-1R agonist: -1.3%
- HT1080NT lethal: -16.3%
- DRD3 antagonist: 35.9
- SW480 rerep: -14.7%
- KB-V1 MDR tox: -3.4%
- D3 ag: 16.8

(cont.)
SMILES | IL-1B inflam inh | HT1080 IDH1KD tx | KB-3-1 tox | GLP-1R agonist | HT1080NT lethal | DRD3 antagonist | SW480 rerep | KB-V1 MDR tox | D3 ag
C[C@H]1CN=C(N(C)C)N1CCCC1CCCC1 | ? | -0.7% | 4.3% | 9.7% | -1.9% | -3.8 | 3.2%[9.22 µM] | 15.4% | 7.7
Fc1cccc(Cc2c(-c3cccc(Br)c3)nc3ccc(Br)cn23)c1 | 34.6 | -21.9% | -0.1% | 8.3% | -26.1% | 2.8 | . | 12.4% | 9.6
Cc1nonc1NC(=O)CSc1nc(CCC2CCCC2)nc2ccccc12 | -6.5 | 1.0% | 11.5% | -2.5% | 0.0% | -3.7 | -4.5% | -15.0% | -0.5
COc1ccc(-n2ncc3c2CC(C)(C)CC3NC(=O)c2oc(C)cc2C)cc1 (stereo not drawn) | 12.6 | 6.8% | 16.0% | -0.7% | 1.4% | 12.5 | -4.4% | ? | 3.8
COc1ccc(C(=O)NC(=S)Nc2ccccc2[N+](=O)[O-])cc1OC | 0.0 | 14.3% | ? | 14.8% | 1.7% | -4.8 | -2.5% | -1.4% | 5.6
Cc1ccc(C)c(N2CCN(S(=O)(=O)c3ccc4c(c3)OCCO4)CC2)c1 | 24.3 | -1.9% | ? | -3.2% | -15.1% | 10.2 | 5.2% | -21.6% | -3.6
CCCCCc1ccc(C(=O)CCCC)c(=S)[nH]1 | -9.1 | ? | ? | 21.5% | ? | -25.8 | ? | ? | 30.5*
COC(=O)c1ccc(OC(=O)c2cccnc2)cc1 | 27.6 | -3.3% | -0.1% | 7.6% | 15.3% | 13.5 | 0.4% | ? | 2.2
COc1cc(OC)c(OC)cc1/C=N/NC(=O)c1ccc(CSc2nc(C)cc(C)n2)cc1 | 0.5 | 23.8% | 4.0% | 8.7% | 31.3% | 7.2 | 173.0% | 15.1% | -9.3
COc1cccc(C(NC(C)=O)c2nc(-c3ccc(N(C)C)cc3)cs2)c1 (stereo not drawn) | -13.1 | -16.3% | -0.5% | 3.9% | 0.8% | 5.7 | . | -3.7% | 8.7
NC1=NC2(CCCCCC2)n2c(nc3ccccc32)N1 | -10.5 | 2.9% | -6.1% | -11.7% | -5.8% | 5.1 | 2.3% | -1.3% | -0.3
COc1ccccc1C(=O)n1nc(-c2ccccc2)nc1NCc1ccco1 | 0.0 | 2.0% | 9.2% | -8.0% | 8.8% | -16.2 | -8.2% | ? | -3.4
COc1nc(-c2ccccc2)cc(-c2ccccc2)n1 | 12.4 | 7.4%[9.24 µM] | -0.9% | 5.0% | -2.3% | -7.5 | -1.6% | -3.3% | 7.8
Cc1ccc(CNC(=O)CSc2cc(C)[nH]c(=O)n2)cc1 | . | . | 1.0% | 0.4% | . | . | . | ? | -10.1
COc1cc(C(=O)NC(C)c2cccc3ccccc23)cc(OC)c1OC (stereo not drawn) | -56.7* | 0.2% | 18.8% | 21.5% | -2.8% | 5.4 | 5.4% | -10.1% | 0.3
O=C(NCCc1ccccc1)C(=O)N/N=C/c1ccc2c(c1)OCO2 | 0.0 | -2.8% | ? | -20.5% | -6.7% | -23.5 | ? | -16.2% | -10.2
O=c1[nH]c2cc3c(cc2cc1CN(Cc1ccccc1)Cc1nnnn1Cc1ccco1)OCCO3 | -59.2* | ? | 13.2% | 10.5% | 13.4% | 1.0 | ? | 23.1µM* | -0.7
COc1ccc(S(=O)(=O)N2CCOCC2)cc1NC(=O)Cn1nnc2ccccc2c1=O | 31.4 | 9.8% | 2.1% | 6.5% | 5.3% | -1.3 | 1.2% | -10.6% | 5.2
CC12CN3CC(C)(CN(C1)C3c1ccc([N+](=O)[O-])o1)C2=O (stereo not drawn) | 10.4 | 3.2% | -5.6% | -6.3% | 8.6% | 0.5 | -6.0% | 7.8% | 1.2
Cc1nc2cc(F)ccc2n1C1CCN(C(=O)c2c(F)cccc2F)CC1 | 23.8 | -1.0% | ? | 23.0% | -19.3% | 9.8 | -0.8% | ? | 0.4
CCOC(=O)c1sc(=NC(=O)c2ccc(C)cc2)n(C)c1C | 74.6 | -8.5% | 8.8% | 2.1% | -12.1% | 8.2 | 0.7% | -7.7% | 5.3
NC(=O)CC(NC(=O)c1cccc(Br)c1)c1ccc(N2CCC(Br)CC2)c([N+](=O)[O-])c1 (stereo not drawn) | 1.0 | 1.4% | -0.1% | -3.0% | 3.5% | 1.7 | 4.8% | -1.2% | 1.2
CC1(C)CC(NC(=O)c2sc3cc(Cl)ccc3c2Cl)CC(C)(C)N1 | -73.1* | 11.6µM* | ? | 3.1% | 14.6µM* | -12.9 | ? | 18.4µM* | 2.8
CC(C)CC(COCc1ccc([N+](=O)[O-])cc1)N1CCN(C(=O)c2ccc(C(F)(F)F)cc2)CCC1=O (stereo not drawn) | ? | -10.9% | ? | 8.5% | -3.5% | 10.0 | 8.8%[9.22 µM] | 13.1% | 14.4
N#Cc1c(F)cccc1NCCCn1ccnc1 | -4.0 | -1.1% | 1.4% | 15.6% | 15.9% | 35.2 | -0.1% | -3.8% | -7.9
Cc1ccc(-c2csc(NC(=S)NC(=O)c3cc4ccccc4o3)n2)cc1 | 14.4 | 15.9% | 0.3% | 0.3% | 24.3% | 1.1 | -0.7% | ? | 6.5
O=c1[nH]c(=S)n2c(c1-c1ccccc1)OC(CBr)C2 (stereo not drawn) | -2.3 | 0.4% | -6.4% | -0.9% | 9.5% | 41.9 | . | -0.8% | 8.3
CCCCn1c(N)c(N(CC)C(=O)CSCc2ccc(C)cc2)c(=O)[nH]c1=O | 19.2 | -0.3% | 6.0% | -4.5% | 8.7% | 1.6 | 1.1% | 13.2% | 3.4
CC1CC(C)CN(c2ncnc3c2cnn3-c2ccc(Cl)cc2)C1 (stereo not drawn) | -19.5 | 12.0% | -2.7% | -1.5% | 23.1% | 27.7 | 7.7% | -2.9% | 3.4
N#Cc1ccc(OCC(=O)N2CCN(S(=O)(=O)c3cccs3)CC2)cc1 | 0.4 | -20.8% | -2.0% | 0.2% | -0.1% | 22.5 | -3.1% | -15.6% | 2.7
COc1cc(/C=C/C(=O)OCC(=O)NC(=O)NC(C)C)cc(S(=O)(=O)N2CCc3ccccc32)c1OC | ? | -25.4% | -18.5% | -23.7% | ? | 11.0 | -1.3% | -30.8% | 4.2

Compounds were not picked by outcome; any-hit rate near 12%.
